# AMA1-RON2 inh = disrupts binding of P. falciparum AMA1 to RON2. AlphaScreen AMA1-biotinylated RON2 peptide binding. Potency, µM (series often up to 58.2 µM), inactives show top-dose activity change, negative = inhibition, most hits filed as inhibitors. 360,000 tested, 0.2% active;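 note: potency is the fitted concentration of half-maximal effect; 0% = vehicle wells and -100% = peptide control; nearly all actives have a fitted effect of over 45% in size; some results filed as inactive show a strong effect at the top dose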
#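 AMA1 (3D7) with his tag at 25 nM final met compounds first, then biotinylated RON2 peptide at 25 nM; detection used donor plus acceptor beads, 10 µg/mL apiece, read by AlphaScreen after 30 min at room temperature.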
# AmpC inh detg = AmpC beta-lactamase inhibition with detergent present; AmpC hydrolysis of nitrocefin, absorbance 480 nm, 0.01% Triton; P00811; Potency, µM (top dose mostly 114 µM), without a hit: at the top dose activity change, negative = inhibition, actives largely listed as inhibitors; 370,000 tested, 0.041% active;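 note: potency is the fitted concentration of half-maximal effect; 0% = no-compound wells and -100% = no-enzyme wells; nearly all actives have a fitted effect of over 25% in size; some results filed as inactive show a strong effect at the top dose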
# Target sequence (P00811 whole entry, looked up): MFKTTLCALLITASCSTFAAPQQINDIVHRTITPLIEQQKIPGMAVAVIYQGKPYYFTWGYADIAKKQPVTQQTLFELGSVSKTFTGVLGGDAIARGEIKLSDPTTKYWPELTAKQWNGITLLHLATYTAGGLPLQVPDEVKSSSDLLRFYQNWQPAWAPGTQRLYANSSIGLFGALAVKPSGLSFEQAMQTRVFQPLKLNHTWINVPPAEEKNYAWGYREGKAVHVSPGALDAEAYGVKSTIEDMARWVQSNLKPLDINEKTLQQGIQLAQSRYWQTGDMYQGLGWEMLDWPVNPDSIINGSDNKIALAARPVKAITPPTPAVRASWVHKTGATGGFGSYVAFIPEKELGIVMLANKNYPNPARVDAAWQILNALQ
#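 20 mM phosphate pH 7.0 + 0.01% (detergent screen) or 0.0001% Triton X-100; 5.3 nM AmpC reagent; cpd preinc 15 min RT; nitrocefin (800 uM stock) to start; A480 q20 s × 4 min; Activity was normalised to no-enzyme and no-compound control wells.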
# LmPK inhibitor = inhibitors of Leishmania mexicana pyruvate kinase; Q27686; purified LmPK, Kinase-Glo ATP luminescence, 1 h; Potency, µM (series often up to 57.5 µM), for the others: at the top dose activity change, negative = inhibition, most hits filed as inhibitors; 290,000 tested, 0.37% active; AID 1721; note: potency is the fitted concentration of half-maximal effect
# Target sequence (Q27686 whole entry, looked up): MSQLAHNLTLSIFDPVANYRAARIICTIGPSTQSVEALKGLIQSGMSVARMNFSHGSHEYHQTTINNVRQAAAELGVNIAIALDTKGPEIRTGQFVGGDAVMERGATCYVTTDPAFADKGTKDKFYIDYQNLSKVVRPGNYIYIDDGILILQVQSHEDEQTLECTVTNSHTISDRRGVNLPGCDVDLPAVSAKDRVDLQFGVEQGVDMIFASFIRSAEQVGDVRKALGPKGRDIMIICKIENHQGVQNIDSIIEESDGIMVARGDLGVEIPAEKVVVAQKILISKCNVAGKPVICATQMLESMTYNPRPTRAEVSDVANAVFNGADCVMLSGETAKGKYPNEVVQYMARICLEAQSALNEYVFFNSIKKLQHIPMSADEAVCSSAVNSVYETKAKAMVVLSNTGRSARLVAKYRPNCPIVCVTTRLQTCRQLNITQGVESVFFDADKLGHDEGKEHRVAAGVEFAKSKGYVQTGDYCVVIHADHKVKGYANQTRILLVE
#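 Kinase-Glo luminescence read after 1 h RT reaction of 0.1 nM LmPK with 0.5 mM PEP and 0.1 mM ADP. Activity scaled between uninhibited and enzyme-free controls.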
# HCV inh = inhibitors of hepatitis C virus infection; Huh7.5.1 HCVcc-Cre infection, luciferase reporter, 44 h; 340,000 tested, 3.4% active; Potency, µM (doses to about 41.8 µM), without a hit: at the top dose activity change, negative = inhibition, hits mostly inhibitors; AID 651820; note: potency is the fitted concentration of half-maximal effect
#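 After 44 h co-culture of compound, cells and HCVcc-Cre (~0.5 moi), substrate is added for 15 min at room temperature and luciferase measured over 15 sec. Cells were seeded at 1,000/well and pre-cultured 4 h.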
# TbPYK inhibitor = blocks Trypanosoma brucei pyruvate kinase; TbPYK enzyme, Kinase-Glo Plus ATP luminescence, 45 min; Potency, µM (highest dose often 76.8 µM), for inactives: at the highest dose activity, negative = inhibition, hits mostly inhibitors; 410,000 tested, 0.12% active; AID 624173; note: potency is the fitted concentration of half-maximal effect; nearly all actives have a fitted effect of over 50% in size
#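 Glycolytic pyruvate kinase of T. brucei was incubated with substrate, test compound and 130 uM ADP for 45 minutes at room temperature. Luminescent Kinase-Glo Plus signal was measured after 10 minutes.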
# AmpC inh no detg = blocks E. coli AmpC beta-lactamase in detergent-free assay | P00811 | AmpC nitrocefin hydrolysis, absorbance 480 nm, 0.0001% Triton | Potency, µM (top dose mostly 57.1 µM), inactives show at the highest dose activity change, negative = inhibition, most hits filed as inhibitors | 330,000 tested, 0.52% active;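 note: potency is the fitted concentration of half-maximal effect; plate controls were no compound for no effect and no enzyme for full effect; nearly all actives have a fitted effect of over 20% in size; some results filed as inactive show a strong effect at the top dose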
#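 AmpC (5.3 nM in the dispensed reagent) in 20 mM phosphate pH 7.0 with 0.01% (detergent screen) or 0.0001% Triton X-100 was preincubated with compounds for 15 min at room temperature. Nitrocefin was then added from an 800 uM solution, and hydrolysis was followed at 480 nm.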
# HCMV inh = inhibitors of human cytomegalovirus | 410,000 tested, 4.5% active | activity change, negative = inhibition, % at 57.5 µM | HFF cells, HCMV-luciferase reporter, 72 h; active compounds read low; in the data active = activity change below about -60%; inconclusive = no clear call, values can overlap the other calls; inactive = above about -39%
#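 HFF cells seeded 16 h at 37C, treated with compounds, infected with luciferase-reporter HCMV at MOI 1 PFU/cell; luciferase read at 72 h post infection, normalized to buffer-only and Salinomycin controls.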
# Starred values were filed as active, the others as inactive; ? = inconclusive; . = not tested or not shown; [ ] = dose if it differs, or a comment. Unless noted, calls come from the whole dose curve; as a rule, active = well fitted curve in the direction sought with a large enough effect; inconclusive = small, poorly fitted or top-dose-only effect, or another doubt; inactive = no such curve, though single readings can be large; an effect the other way counts as inactive or inconclusive. Unless noted, % is set by controls: 0 for no effect and ±100 for the full control effect.
SMILES	LmPK inhibitor	TbPYK inhibitor	AmpC inh no detg	AMA1-RON2 inh	HCV inh	HCMV inh	AmpC inh detg
CN1OC[C@@H]2CN[C@H](c3ccc(-c4ccccc4)cc3)C[C@@H]21	.	-5%	.	14%	.	103	.
COc1cccc(NC(=O)CSc2nnc(-c3cc(C)n(-c4ccccc4)c3C)o2)c1	0%	-1%	-14%	-15%	-27%	.	-6%
CCOC(=O)C1CCN(C(=O)C2CCCN(c3ncnc4c3nc3n4CCCCC3)C2)CC1 (stereo not drawn)	2%	6%	117%[activator]	1%	19%	22	-1%
O=S(=O)(CCc1ccccc1)/N=C/c1cccs1	2%	8%	-13%	0%	0%	-1	?
O=C(O)c1ccccc1C(=O)OCc1c(-c2ccccc2)ncc2ccccc12	.	2%	-22%	-3%	-8%	12	-4%
CCC(=O)N1c2ccccc2NC2=C(C(=O)CC(C)(C)C2)C1c1cccnc1 (stereo not drawn)	4%	2%	-12%	1%	6%	-14	2%
CCCN(C(=O)CCNC(=O)c1ccc(Cl)cc1)c1c(N)n(Cc2ccccc2)c(=O)[nH]c1=O	.	2%	2%	2%	1%	?	8%
COc1ccc2sc(-c3ccc(SC)cc3)c(C#CCO)c2c1	.	2%	-21%	21%	2.8µM*	3	.

# The final 2 compounds of the part before open the next one:
SMILES	LmPK inhibitor	TbPYK inhibitor	AmpC inh no detg	AMA1-RON2 inh	HCV inh	HCMV inh	AmpC inh detg
CCCN(C(=O)CCNC(=O)c1ccc(Cl)cc1)c1c(N)n(Cc2ccccc2)c(=O)[nH]c1=O	.	2%	2%	2%	1%	?	8%
COc1ccc2sc(-c3ccc(SC)cc3)c(C#CCO)c2c1	.	2%	-21%	21%	2.8µM*	3	.
CCS(=O)(=O)c1ccc(-c2cccc(NC(=O)c3ccco3)c2)nn1	.	-12%	-6%	16%	?	-34	?
O=C(N1CCCCC1)C1(S(=O)(=O)c2ccccc2)CC=CC1	2%	-2%	1%	-8%	22%	-24	?
CN(C)S(=O)(=O)c1cccc(NC(=O)c2cccc(S(=O)(=O)N3CCCCC3)c2)c1	.	1%	-54%	-8%	?	?	?
O=C1c2cccc3cccc(c23)C(=O)N1c1cccnc1	-6%	-6%	-15%	2%	3%	-25	1%
Cc1ccc(S(=O)(=O)N2CCCC2C(=O)N(C)Cc2cccs2)cc1 (stereo not drawn)	-4%	6%	30%	-10%	5%	-1	0%
Cc1c(NC(=O)COC(=O)c2ccc[nH]c2=O)c(=O)n(-c2ccccc2)n1C	-2%	1%	-16%	3%	33%[activator]	18	-7%
CCN(Cc1ccccc1)C(=O)CC1Oc2ccccc2NC1=O (stereo not drawn)	5%	-11%	-19%	6%	-11%	22	?
CCOc1ccc(NC(=O)Cn2c(=O)n(CCCCC(=O)NCc3ccc4c(c3)OCO4)c(=O)c3ccccc32)cc1	.	-5%	.	.	.	-76*	14%
Cc1nn(CCC(=O)O)c(C)c1C	-1%	-1%	-8%	-4%	12%	36	-11%
COc1ccc(S(=O)(=O)N2CCCCCC2)cc1C(=O)OCC(=O)NC(C)(C)C	6%	2%	68%[activator]	-8%	?	-16	-6%
O=C1CSC(=S)N1N=Cc1c(F)cccc1Cl	.	-7%	.	119%[activator]	.	-16	.
CC(=O)C1=C(c2ccccc2)N(C(C)=O)n2c(nnc2C2CCCCC2)S1	.	3%	.	.	.	-95*	8%
CCCCCCC(=O)Nc1ccc(S(=O)(=O)Nc2onc(C)c2C)cc1	.	0%	.	0%	17%	2	.
Cc1ccc2nc(-c3ccsc3)c(Nc3ccccc3C)n2c1	.	2%	.	.	.	-14	10%
CCN(CC)C(=O)C1=C(C)N(Cc2ccc(OC)cc2)C(=O)C(CC(=O)NC2CCCC2)C1 (stereo not drawn)	.	5%	.	11%	.	3	.
CCOC(=O)N1CCN(S(=O)(=O)N2CCCC(C(=O)NCCCN3CCC(C)CC3)C2)CC1 (stereo not drawn)	10%	0%	1%	9%	-2%	0	-3%
CCOC(=O)[C@@H]1[C@H]2COc3cc(OC)ccc3[C@H]2N2C(=O)N(c3cccc(C)c3)C(=O)[C@]12C	.	-21%	-7%	-8%	12%	35	.
COc1ccc(/C=N/NC(=O)CCC(=O)Nc2ccccc2)cc1OC	-7%	4%	-17%	4%	-4%	39	?
CC(=O)c1cc(-c2ccc(F)cc2)n(CCC(=O)Nc2cccc(C)n2)c1C	10%	-2%	55%	0%	-29%	10	5%
OC(COc1ccc(CNCCc2ccc(C(F)(F)F)cc2)cc1)CN1CCCCC1 (stereo not drawn)	0%	-1%	42%	-5%	5µM*	-80*	5%
O=C(C1CCN(c2nc3nonc3nc2N2CCCCC2)CC1)N1CCOCC1	-6%	0%	-18%	10%	-4%	-13	-5%
COc1ccc(-c2cc3ncc(-c4ccccc4)c(N)n3n2)cc1	16µM*	-6%	-21%[2.29 µM]	-4%	?	79	-10%
COc1cc(OC)cc(C(=O)NCC(=O)Nc2ccc(-c3ccccc3)cc2)c1	-2%	-15%	-31%	-1%	-27%	-36	-5%
CC(C)(C)OC(=O)NC(CNCc1ccccc1)Cc1ccccc1 (stereo not drawn)	.	-2%	46%	15%	?	23	?
CCCCNC(=O)CCn1c(=O)c2ccccc2n(Cc2cccc(Cl)c2)c1=O	.	-6%	.	.	.	-1	21%
O=C(COc1ccc2ccc(=O)oc2c1)NCCCn1ccnc1	4%	-3%	-10%	0%	7%	-5	-4%
COc1ccc(CNC(=O)COC(=O)c2cc3ccccc3o2)cc1	.	1%	-12%	-3%	1%	-12	-11%
COc1ccc2cc(C(=O)C3CCCN(C4CCOCC4)C3)ccc2c1 (stereo not drawn)	2%	6%	34%	7%	-19%	8	3%
C(=C\CSc1nnnn1-c1ccccc1)/CSc1nnnn1-c1ccccc1	4%	-10%	-35%	2%	?	5	-8%
CC(C)c1ccc(NC(=O)C2Cc3c(-c4ccc5c(c4)OCO5)ccnc3O2)cc1 (stereo not drawn)	.	-2%	.	-20%	.	-19	.
CN(C)S(=O)(=O)N(CC(=O)N(Cc1ccccc1)Cc1ccccc1)c1ccccc1	-3%	-2%	-11%	0%	-7%	13	-9%
O=C(CSc1nc(C(F)(F)F)cc(=O)[nH]1)NCC1CCCO1 (stereo not drawn)	.	-1%	-15%	19%	?	-8	-12%
CC(=O)Nc1cccc(Oc2ccc(-c3noc(C)n3)cc2)c1	-6%	-6%	16%	-8%	?	78	1%
COc1ccc(-c2nc3scc(CCNC(=O)c4cc(OC)cc(OC)c4)n3n2)cc1	.	-2%	.	.	.	-22	13%
O=c1c2ccccc2nc(SCc2nc3ccccc3s2)n1Cc1ccco1	7%	3%	-22%	15%	?	-14	-13%
COc1ccc(OC)c(CNC(=O)C2CCCN(S(=O)(=O)N3CC(C)CC(C)C3)C2)c1 (stereo not drawn)	5%	0%	71%[activator]	-1%	?	0	-9%
NC(=O)C(c1ccccc1)C1CCCC1 (stereo not drawn)	-2%	3%	-15%	2%	0%	23	?
CN1CCN(C(=S)c2ccc(OCC(=O)Nc3cccc(C(F)(F)F)c3)cc2)CC1	2%	-2%	81%[activator]	-11%	?	-63*	-9%
Cc1ccc(Cn2c(SCC(N)=O)nc3c2c(=O)n(C)c(=O)n3C)cc1	3%	?	4%	3%	11µM*	97	0%
O=C(Cc1ccccc1[N+](=O)[O-])Nc1ccc2c(c1)OCCO2	-2%	-11%	-7%	0%	2%	-10	3%
C[C@H](CO)N1C[C@H](C)[C@@H](CN(C)C(=O)Nc2cccc(Oc3ccccn3)c2)OCc2cnnn2CCCC1=O	.	-10%	.	7%	.	15	.
CCCc1cc(=O)n2nc(N3CCC(C(=O)Nc4cccc(C(C)=O)c4)CC3)sc2n1	-1%	-2%	68%[activator]	3%	-1%	-11	2%
COc1ccc(OCC(O)CNC(=O)Nc2ccc(F)cc2)cc1 (stereo not drawn)	6%	0%	-19%	1%	-3%	76	4%
CC(C)NC(=O)NC(=O)CSc1nncs1	3%	-4%	-39%	0%	9%	-36	-5%
COc1ccc2[nH]c(=O)c(CN(CC3CCCO3)C(=S)Nc3cccc(C)c3)cc2c1 (stereo not drawn)	-1%	3%	-2%	-5%	?	-28	-5%
Cn1c(=O)c(=O)n(C)c2cc(NS(=O)(=O)c3ccc(Br)cc3)c(Cl)cc21	.	2%	.	.	.	21	18%
Cc1cc(C)n(-c2ccc(C(=O)NCc3ccc4c(c3)OCO4)cc2)n1	-4%	6%	-12%	-9%	-8%	-25	-12%
O=C(C[C@H]1C(=O)N(Cc2ccccc2)C[C@@H]1c1ccc(Br)cc1)Nc1ccc(Br)cc1	.	-8%	.	-14%	.	-11	.

# 3 entries already listed, arranged by formula weight, high to low:
SMILES	LmPK inhibitor	TbPYK inhibitor	AmpC inh no detg	AMA1-RON2 inh	HCV inh	HCMV inh	AmpC inh detg
CN(C)S(=O)(=O)N(CC(=O)N(Cc1ccccc1)Cc1ccccc1)c1ccccc1	-3%	-2%	-11%	0%	-7%	13	-9%
CCCCNC(=O)CCn1c(=O)c2ccccc2n(Cc2cccc(Cl)c2)c1=O	.	-6%	.	.	.	-1	21%
CCN(Cc1ccccc1)C(=O)CC1Oc2ccccc2NC1=O (stereo not drawn)	5%	-11%	-19%	6%	-11%	22	?

# More structures follow.
SMILES	LmPK inhibitor	TbPYK inhibitor	AmpC inh no detg	AMA1-RON2 inh	HCV inh	HCMV inh	AmpC inh detg
CCOc1ccc(N2CC(c3nc4ccccc4n3CC(C)C)CC2=O)cc1 (stereo not drawn)	.	2%	.	.	.	-2	16%
COc1ccc(CN(C)C(=O)c2ccc(NS(=O)(=O)c3ccc4[nH]c(=O)[nH]c4c3)cc2)c(OC)c1	-6%	-6%	-10%	-9%	20%	24	-14%
CCN(CC)CCCC(C)NC1=NCCCCC1 (stereo not drawn)	-2%	4%	-15%	0%	9%	25	?
CCCCNC(=O)C[C@@H]1C[C@@]2(C(=O)OCC)CCC=C2N(Cc2cccc3ccccc23)C1=O	.	4%	.	-9%	.	11	.
Cc1cc(NC(=O)c2ccc3c(c2)OCCO3)ccc1NC(=O)c1ccco1	?	-10%	-50%	14%	?	-5	-11%
Cc1ccc(C(=O)OCc2cn3ccccc3n2)cc1	8%	-8%	-11%	1%	-4%	-26	-5%
CCOC(=O)C1CCCN(c2c(NCCN3CCCCC3CC)c(=O)c2=O)C1 (stereo not drawn)	7%	2%	-18%	-2%	7%	-34	?
O=C(Nc1ccccc1)c1ccc(NC(=O)c2cccs2)cc1	-9%	-3%	-9%	-11%	1%	41	4%
O=C(NCC1CCOCC1)C1CCC(=O)N(Cc2cccc(C(F)(F)F)c2)C1 (stereo not drawn)	6%	7%	17%	-7%	13%	-33	?

# Screening data deposited in PubChem by National Center for Advancing Translational Sciences (NCATS).
